# Screening data (PubChem BioAssay)
# IMPase Li cell: qHTS Assay for Identifying the Cell-Membrane Permeable IMPase Inhibitors: Potentiation with Lithium. 0.35% of 210,000 active. CHO-M1 cells, IP1 TR-FRET (IP-One), carbachol + lithium. Potency, µM (top dose mostly 59.4 µM), for inactives: at the top dose activity, negative = IMPase inhibition, actives largely listed as inhibitors. AID 1457, 2008;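 also: IP1 builds up when IMPase is blocked and the TR-FRET signal falls; potency is read from the fitted curve at half-maximal effect; plate controls were basal vehicle for no effect and high inhibitor control for full effect; nearly all actives have a fitted effect of over 50% in size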
#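 Concentration–response in CHO-M1 cells, lithium-potentiated; 30 min at 37C. IP1 detected by competitive TR-FRET after 10 min lysis at RT. Hill-fitted AC50.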
# L3MBTL1 block: qHTS Assay for the Inhibitors of L3MBTL1. Lethal(3)malignant brain tumor-like protein 1 (Homo sapiens), Q9Y468. AlphaScreen L3MBTL1–H3K9me1 peptide binding. Potency, µM (highest dose often 57.1 µM), inactives show at the top dose activity, negative = inhibition, actives largely listed as inhibitors. 0.66% of 230,000 active. AID 485360, 2010; also: potency is read from the fitted curve at half-maximal effect; % is scaled to controls: 0 for no effect and ±100 for the full control effect; nearly all actives have a fitted effect of over 60% in size
#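 AlphaScreen proximity signal between nickel-chelate acceptor and streptavidin donor beads (final 10 ug/mL) reports binding of 50 nM L3MBTL1 to 75 nM biotin-H3 K9me1 peptide; complex incubated with compounds 30 min at room temperature; cefsulodin titration as control.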
# KinaseGlo FLuc: Counterscreen for Luciferase (Kinase-Glo TM) Inhibition | Luciferin 4-monooxygenase (Photuris pensylvanica), Q27757 | Kinase-Glo luciferase, ATP luminescence, 8 min | Potency, µM (titrated, usually from 38.3 µM), without a hit: at the highest dose activity change, negative = inhibition, hits mostly inhibitors | 0.28% of 200,000 active | AID 1379, 2008; also: potency is read from the fitted curve at half-maximal effect; % is scaled to controls: 0 for no effect and ±100 for the full control effect; nearly all actives have a fitted effect of over 60% in size
#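 Inhibition of Kinase-Glo luciferase light generation was assessed at 10 uM ATP in pH 7.2 imidazole buffer, with luminescence measured after eight minutes at ambient temperature.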
# CBFb RUNX1 block: qHTS Assay for Compounds Blocking the Interaction Between CBF-beta and RUNX1 for the Treatment of Acute Myeloid Leukemia; AlphaScreen CBFb-His/RUNX1-biotin binding, biochemical; Potency, µM (series often up to 59.8 µM), for the others: at the top dose activity, negative = inhibition, most hits filed as inhibitors; 230,000 tested, under 10 active; AID 1477, 2009; also: % of control where 0% means no effect
# Target sequence (Q01196 whole entry, looked up): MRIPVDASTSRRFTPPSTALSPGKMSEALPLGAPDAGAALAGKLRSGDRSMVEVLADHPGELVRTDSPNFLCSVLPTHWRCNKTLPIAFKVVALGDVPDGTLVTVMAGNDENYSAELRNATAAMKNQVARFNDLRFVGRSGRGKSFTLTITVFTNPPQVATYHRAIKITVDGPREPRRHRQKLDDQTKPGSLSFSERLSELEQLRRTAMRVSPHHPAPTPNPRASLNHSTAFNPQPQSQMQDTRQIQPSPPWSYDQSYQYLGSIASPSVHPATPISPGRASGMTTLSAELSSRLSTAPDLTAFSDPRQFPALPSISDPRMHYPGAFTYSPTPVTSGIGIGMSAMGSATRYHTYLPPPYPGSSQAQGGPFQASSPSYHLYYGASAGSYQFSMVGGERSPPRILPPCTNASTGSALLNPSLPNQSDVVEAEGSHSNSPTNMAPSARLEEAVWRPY
# Target sequence (Q13951 whole entry, looked up): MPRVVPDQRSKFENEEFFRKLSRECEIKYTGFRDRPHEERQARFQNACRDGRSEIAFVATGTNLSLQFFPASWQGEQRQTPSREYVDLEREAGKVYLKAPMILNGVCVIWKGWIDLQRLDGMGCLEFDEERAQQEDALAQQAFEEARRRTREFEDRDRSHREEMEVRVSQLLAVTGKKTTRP
#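 AlphaScreen binding: CBFb-His and RUNX1-biotin (30 nM each) preincubated 20 min, compound added for 15 min, then nickel and streptavidin beads for 90 min, all at room temperature. Disruption of the interaction by any mechanism counts as activity.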
# NPSR antag: qHTS Assay for Antagonists of the Neuropeptide S Receptor: cAMP Signal Transduction | CHO-NPSR cells, cAMP TR-FRET, antagonist mode | 1% of 220,000 active | Q6W5P4 | Potency, µM (series often up to 38.3 µM), inactives show top-dose activity change, negative = inhibition, usual class: inhibitors; also: potency is read from the fitted curve at half-maximal effect; % is scaled to controls: 0 for no effect and ±100 for the full control effect; nearly all actives have a fitted effect of over 50% in size; many of its hits are not listed in these tables
# Target sequence (Q6W5P4 whole entry, looked up): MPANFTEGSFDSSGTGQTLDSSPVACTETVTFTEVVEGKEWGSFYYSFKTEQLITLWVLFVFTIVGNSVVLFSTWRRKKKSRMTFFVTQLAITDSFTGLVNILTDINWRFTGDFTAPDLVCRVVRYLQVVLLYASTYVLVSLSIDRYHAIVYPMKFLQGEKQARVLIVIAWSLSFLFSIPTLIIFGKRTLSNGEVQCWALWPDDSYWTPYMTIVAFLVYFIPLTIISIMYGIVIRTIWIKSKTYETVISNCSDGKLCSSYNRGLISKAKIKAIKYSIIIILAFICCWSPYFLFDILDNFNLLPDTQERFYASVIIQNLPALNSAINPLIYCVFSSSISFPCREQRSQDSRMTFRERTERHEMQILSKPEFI
# HttQ103 aggreg: qHTS Multiplex Assay to Identify Dual Action Probes in a Cell Model of Huntington: Aggregate Formation (GFP). PC12 HttQ103-GFP aggregates, Acumen cytometry, 40 h. Potency, µM (highest dose often 46.1 µM), for inactives: top-dose activity change, negative = inhibition, most hits filed as inhibitors. 1.1% of 220,000 active. AID 1688, 2009; also: potency is read from the fitted curve at half-maximal effect; % is scaled to controls: 0 for no effect and ±100 for the full control effect; nearly all actives have a fitted effect of over 60% in size
#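 PC12 cells with ecdysone-inducible HTT exon1 Q103-GFP, induced by 100 nM tebufenozide, given compounds in a concentration series. GFP aggregates (1–25 um, 6 SD above background) counted in lysates by laser-scanning cytometry, 488 nm excitation.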
# Epigenetic reg: Quantitative High-Throughput Screen for Regulators of Epigenetic Control. murine LDR cells, GFP reporter derepression, 30 h. Potency, µM (top dose mostly 53.9 µM), inactives show top-dose GFP activation, hits mostly activators. 0.2% of 280,000 active. AID 1865, 2009; also: potency is read from the fitted curve at half-maximal effect; % of control where 0% means no effect; nearly all actives have a fitted effect of over 60% in size
#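 GFP-positive cell count by laser-scanning cytometry (objects 20–120 um) after 30 h, 37 C compound exposure of murine LDR cells; reporter is CMV-GFP integrated at a silenced locus, inducible by HDAC or DNMT inhibitors.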
# * hit, by the source's call; ? = inconclusive; . = not tested or not shown; [ ] = remark or other dose. Calls follow the shape of the dose curve; as a rule, active = well fitted curve in the direction sought with a large enough effect; inconclusive = small, poorly fitted or top-dose-only effect, or another doubt; inactive = no such curve, though single readings can be large; an effect the other way counts as inactive or inconclusive. These rows are one share of the data. The share of hits here may be higher or lower than overall.
canonical_smiles	IMPase Li cell	L3MBTL1 block	KinaseGlo FLuc	CBFb RUNX1 block	NPSR antag	HttQ103 aggreg	Epigenetic reg
Cc1nn(CC(=O)Nc2ccc(C(C)C)cc2)c(C)c1[N+](=O)[O-]	4%	33%[activator][11.4 µM]	0%	2%	-34%	5%	4.5%
Cc1nc(CN(C)Cc2nc(Cc3cccc(F)c3)no2)cs1	16%	7%	1%	10%	-11%	9%	-0.6%
CC(C)c1[nH]nc2c1C(c1cccnc1)C(C#N)=C(N)O2 (stereo unspecified)	-7%[38.3 µM]	1%	-1%	3%	9%[46.1 µM]	2%	0.0%
COC(=O)c1ccc(COC(=O)c2ccc(S(=O)(=O)N3CCC(C)CC3)cc2)o1	30%[38.3 µM]	.	-2%	7%	-12%[46.1 µM]	15%	0.5%
CCOc1ccc(/C(C)=N/NC(=O)Cn2nc([N+](=O)[O-])cc2C)cc1	.	-2%	.	-7%	-8%	-16%[9.22 µM]	0.1%
CCn1cnc2c1c(=O)n(CC(=O)Nc1ccc(C(N)=O)cc1)c(=O)n2Cc1ccccc1	.	.	.	2%	6%	-35%[9.22 µM]	-1.1%
C=CCc1cccc(CNc2nc3ccccc3n2C(C)C)c1O	8%[38.3 µM]	-3%	2%	4%	?	18µM*	-1.6%
CC12CCC(C(=O)NC3CCCCC3)([C@H](Br)C1=O)C2(C)C (stereo partly specified)	.	0%	.	4%	0%	-4%[9.22 µM]	0.0%

# Entries of single compounds, looked up by structure:
# Listed for Cc1nc(CN(C)Cc2nc(Cc3cccc(F)c3)no2)cs1 : IMPase Li cell: 16%; L3MBTL1 block: 7%; KinaseGlo FLuc: 1%; CBFb RUNX1 block: 10%; NPSR antag: -11%; HttQ103 aggreg: 9%; Epigenetic reg: -0.6%
# Listed for CCn1cnc2c1c(=O)n(CC(=O)Nc1ccc(C(N)=O)cc1)c(=O)n2Cc1ccccc1 : IMPase Li cell: .; L3MBTL1 block: .; KinaseGlo FLuc: .; CBFb RUNX1 block: 2%; NPSR antag: 6%; HttQ103 aggreg: -35%[9.22 µM]; Epigenetic reg: -1.1%

# Additional structures follow.
canonical_smiles	IMPase Li cell	L3MBTL1 block	KinaseGlo FLuc	CBFb RUNX1 block	NPSR antag	HttQ103 aggreg	Epigenetic reg
CCN1C(=O)N[C@@H](CCc2ccccc2)C(C(=O)OC)=C1C	4%	.	0%[7.66 µM]	6%[13.1 µM]	.	.	.
O=C(c1cc2ccccc2o1)N1CCCC1	-7%	2%	-1%	10%	-32%	-3%[9.22 µM]	-0.1%
Cc1cccc(C)c1NC(=O)C(=O)NCCCN1CCOCC1	-1%	5%	0%	3%	7%	3%	-0.9%
O=C(c1ccccc1NS(=O)(=O)c1cccs1)N1CCOCC1	1%	9%	0%	6%	-12%[46.1 µM]	-6%	-0.3%
CC1(C)C(=O)N(CCN2CCC(C(=O)c3ccc(F)cc3)CC2)c2ccccc21	11%	-10%	-3%	-10%	-18%[46.1 µM]	.	-0.2%
COc1ccc(OCC(=O)Nn2c(-c3ccc(OC)cc3)nc3ccccc3c2=O)cc1	6%	14%	3%	-1%	13%	13%	0.0%
CCCOc1cc(C)c(S(=O)(=O)N2CCOCC2)cc1C	6%	11%	1%	-3%	6%	-11%	-3.8%
Cc1ccc(C(=O)N2CC(C(=O)O)C2)cc1	6%	9%	-2%	-3%	13%	25%	1.1%
CC(=O)C1=NN(c2ccccc2)C(c2cccs2)N1c1ccccc1 (stereo unspecified)	17%[38.3 µM]	.	-4%	?	-17%[46.1 µM]	?	0.1%
COc1ccc(CNC(=O)C2CCCN2S(=O)(=O)c2ccccc2)cc1 (stereo unspecified)	-1%[38.3 µM]	-1%	-5%	1%	-9%[46.1 µM]	1%	1.3%
CCN(CC)S(=O)(=O)c1ccc(C(=O)Nc2cccc(C)c2)cc1	36%[38.3 µM]	.	19%	4%	?	?	0.6%
COc1cc(/C=C(\C#N)C(=O)NCc2cccs2)ccc1O	4%	6%	-1%	-6%	-6%	-1%	-3.0%
O=C(c1ccccc1Cl)N1CCC(c2nc3c(nnn3Cc3ccco3)c(=O)[nH]2)CC1	3%	?	-2%	-8%	2%[46.1 µM]	8%	-1.0%
Cc1cc(-c2c(C)[nH]n(-c3ccc(Cl)cc3)c2=O)n[nH]1	15%[38.3 µM]	-28%	-1%	?	?	11µM*	-1.8%
CC(C)CNC(=S)NC(=O)c1csc([N+](=O)[O-])c1	.	-29%	.	-8%	42%	1%[9.22 µM]	-1.8%
C#CCn1c(=NC(=O)CN2C(=O)CCC2=O)sc2cccc(C)c21	-8%[38.3 µM]	.	-2%	5%	-3%[46.1 µM]	-11%	-1.2%
Cc1cc(/C=C(/C#N)C(=O)Nc2ccc(Cl)cc2)c(C)n1-c1cccnc1	4%	8%	-1%	1%	-20%	-9%	?
Cc1ccc2c(CSc3nc4nc(C)cc(C)n4n3)cc(=O)oc2c1	.	-1%	.	3%	10µM*	0%	-1.9%
c1ccc2oc(-c3ccc(Nc4nc(N5CCCC5)nc(N5CCOCC5)n4)cc3)nc2c1	-1%	-13%	-1%	3%	28%	3%[9.22 µM]	4.5%
Cc1ccc(N2CC(C(=O)Nc3cc(C)ccc3F)CC2=O)cc1 (stereo unspecified)	31%[38.3 µM]	.	-6%	-1%	-14%[46.1 µM]	1%	1.0%
CCCCCCCCCOC1OC(CO)C(O)C(O)C1NC(C)=O (stereo unspecified)	-8%	8%	-2%	-8%	30%	-8%	0.9%
CC(=O)Nc1ccc(NC(=O)CCc2nc3ccccc3c(=O)[nH]2)cc1	-3%	3%	.	7%	-11%	14%[9.22 µM]	-0.2%
N=c1n(Cc2ccccc2)c2ccccc2n1CC(O)COc1ccc(Cl)cc1Cl (stereo unspecified)	5%	-21%	2%	-6%	?	-3%[9.22 µM]	1.7%
Cc1ccc(N=Nc2c(C)[nH][nH]c2=O)c(C)c1	4%[38.3 µM]	.	-3%	-21%	-2%[46.1 µM]	-2%	5.9%
CCOC(=O)c1nc2sc(C)c(C)c2c(=O)[nH]1	-9%[38.3 µM]	2%	-3%	-1%	-16%[46.1 µM]	-7%	1.3%
Cc1occc1C(=O)N/N=C/c1ccc(Br)s1	4%	-12%	-28%	-5%	9%	0%[9.22 µM]	1.0%
COc1cc2c(cc1NC(=O)CSc1ccccn1)oc1ccccc12	7%[38.3 µM]	3%	0%	2%	?	-17%	0.0%
Cc1c(CCC(=O)O)c(=O)n2c([nH]c3ccccc32)c1C#N	36%[38.3 µM]	.	-2%	2%	-4%[46.1 µM]	-3%	0.7%
CCn1c(SCC(=O)Nc2c(C)n(C)n(-c3ccccc3)c2=O)nnc1-c1cccc(C)c1	4%[38.3 µM]	3%	-1%	2%	-5%[46.1 µM]	12%	-4.5%
CS(=O)(=O)N1CCN(c2ccccc2NC(=O)c2ccc3ccccc3c2)CC1	5%	-1%	-2%	0%	?	12%	-1.0%
S=c1[nH]nc(-c2ccco2)n1-c1ccccc1Cl	15%	-7%	-4%	10%	36%	20%[9.22 µM]	0.0%
O=C(Cc1csc(-c2ccccc2)n1)NCc1cccs1	4%	8%	2%	-9%	-7%	3%	-0.3%
Cc1cc(C)nc(SCCC(=O)N2CCOCC2)n1	-2%	6%	-2%	0%	-3%[46.1 µM]	-7%	-2.0%
Cc1ccc(S(=O)(=O)/N=C(\CN2CCCCC2)N2CCOCC2)cc1	4%[38.3 µM]	0%	0%	5%	-4%[46.1 µM]	21%	3.2%
O=c1cc(-c2ccc([N+](=O)[O-])cc2)nc2cc(-c3ccc(Cl)cc3)[nH]n12	-4%	2%	0%	27%	-6%	-4%	-1.6%
Cc1ccc2c(C)nc(Nc3nc(CSc4nc5ccccc5[nH]4)cc(=O)[nH]3)nc2c1	0%[38.3 µM]	1%	-5%	-3%	-28%[46.1 µM]	?	35µM*
Oc1cccc2cnccc12	.	.	.	4%	10%	-32%[9.22 µM]	1.1%
O=C(CN1C(=O)c2ccccc2C1=O)NNC1=NS(=O)(=O)c2ccccc21	-3%	2%	6%	2%	18%	0%	1.0%
CSCCC(C(=O)NC1=NCCS1)N1C(=O)c2ccccc2C1=O (stereo unspecified)	-5%[38.3 µM]	.	1%	-4%	-10%[46.1 µM]	-1%[9.22 µM]	-3.6%
CCOC(=O)c1c(-c2cccs2)csc1NC(=O)CNCCN1CCOCC1	-4%[38.3 µM]	-12%	4%	-7%	-14%[46.1 µM]	-1%	0.0%
O=C(Cc1coc2ccc3ccccc3c12)N1CCN(c2ncccn2)CC1	-1%[38.3 µM]	-1%	1%	-3%	-17%[46.1 µM]	-11%	0.0%
COc1ccc(OC)c(C(=O)CSc2nnc(Cc3cccs3)n2C)c1	30%[38.3 µM]	-5%	1%	-4%	-13%[46.1 µM]	-19%[9.22 µM]	0.0%
C=CCc1cc(C)ccc1OCCn1ccnc1	-3%[38.3 µM]	.	-9%	-1%	-3%[46.1 µM]	-3%	0.1%
O=C(NC1C(=O)NNC1c1ccccc1)c1ccc(F)cc1 (stereo unspecified)	5%[38.3 µM]	-3%	-1%	0%	-7%[46.1 µM]	11%	-2.2%
CCn1c(NC(=O)c2ccc(F)cc2)c2ccccc2nc1=O	-7%	0%	2%	-1%	-16%[46.1 µM]	10%	0.0%
O=C(C1=C[C@H](c2ccc(C(F)(F)F)cc2)C[C@H](OCCCCO)O1)N1CCN(Cc2ccc3c(c2)OCO3)CC1	5%	-11%	.	4%	?	26%[9.22 µM]	-0.7%
Cc1ccc(S(=O)(=O)N2CCC(C(=O)OC(C)C(=O)NC(N)=O)CC2)cc1C (stereo unspecified)	.	.	.	4%	1%	-8%[9.22 µM]	-3.1%
c1ccc2c(c1)NC1(CCCCCC1)n1c-2nc2ccccc21	14%[38.3 µM]	.	-10%	2%	?	-12%	-5.0%
CNC(=S)Nc1cc(Cl)ccc1Oc1ccccc1	-1%	-4%	-5%	9%	-6%	5%	1.1%
Cc1csc(NC(=O)/C=C/c2ccc(C)o2)n1	6%	-3%	0%	-1%	-15%	-2%	-1.0%
Cc1nc2c3cc(F)ccc3n(Cc3ccccc3F)c2s1	22%	-2%	1%	-5%	-11%	0%	2.4%
O=[N+]([O-])c1ccc(OCc2cnc(Cl)s2)cc1	10%	-9%	-1%	-4%	-3%	-21%	5.4%
COc1ccc(CN(C)CC(=O)NC(C)c2ccccc2)cc1OC (stereo unspecified)	0%	.	2%	10%	12%	-1%	-0.1%
